Screens (PubChem)
PGC1a acetyl inh: inhibitors of PGC1a acetylation signal, primary screen, cell-based, U2OS, AlphaScreen, inhibitor mode; inhibition, % at 15.6 µM; hit rate 0.17% among 350,000; AID 651687, 2012; AlphaScreen anti-acetyl-lysine; with virally co-expressed GCN5 acetyltransferase;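 active = every replicate shows inhibition of at least 40%; inconclusive = mean inhibition at least 40% but some replicate below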;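 note: 0% = neutral control wells and 100% = positive control wells; some results beyond the cut were filed as inactive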
INS-1E GSIS act: GLuc luminescence reporter in INS-1E cells, primary screen for activators of glucose-dependent secretion of insulin; INS-1E GLuc reporter insulin secretion, 2-3 h; activation, % at 16.6 µM; hit rate 0.61% among 370,000; AID 743287, 2014;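 active = lowest replicate activation of at least 40%, so every replicate reaches that level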;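 note: 0% = median of neutral control wells and 100% = median of IBMX positive control wells; some compounds called inactive have numbers as strong as hits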
miR-122 sensor: miR-122 Renilla sensor signal increase in Huh7, primary screen, miR-122 inhibitor project, cell-based, single point, plate reader; Huh7 miR-122 Renilla luciferase sensor, 48 h; neutral wells = 0, positive control = 100; hit rate 0.3% among 340,000; AID 602342, 2012; activation (reporter increase), % at 12.5 µM;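 active = mean replicate activation score at least 90 and every replicate individually at or above 90; inconclusive = only one of the two criteria met; inactive = neither criterion met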;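 note: higher luciferase means less miR-122 activity so hits act as miR-122 inhibitors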
Cneo AK release: Cryptococcus neoformans cell lysis inducers, primary screen, AK release luminescence, single concentration; C. neoformans lysis, adenylate kinase release luminescence, 4 h; normalised: neutral wells 0, clomiphene wells 100; lysis activity, % at 15 µM; hit rate 0.2% among 360,000;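 active = mean lysis activity across replicates of at least 80%, whatever share of replicates individually reach that level; inactive = mean lysis activity below 80%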
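Signal: Adenylate kinase release luminescence | Assay system: Log-phase Cryptococcus neoformans yeast cells | Input: Cells at 5 × 10^6 per mL | Buffer or medium: Fresh YPD growth medium | Compound: Single dose | Schedule: Static 4 h at 37 °C with compound, 1 h detection | Controls: Clomiphene | Read-out: Luminescence rise reflecting yeast cell lysis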
C2C12 statin: suppressors of statin myotoxicity in C2C12 myotubes, primary screen, cell-based, single point, plate reader; C2C12 myotubes + simvastatin, ATP luminescence, 48 h; scaled: DMSO 0, geranylgeraniol control 100; rescue of ATP level, % at 7.49 µM; hit rate 0.78% among 330,000;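 active = mean ATP rescue above about 67%, or every replicate alone reaching that limit, limit read from the data, passing the limit was not always enough; inconclusive = no clear call, values can overlap the other calls; inactive = mean under the limit and some replicate under it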;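 note: myotubes were challenged with 10 µM simvastatin during compound exposure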
F508del corr: F508del CFTR correction, initial screen, CFBE line, single point; CFBE cells, YFP halide quenching; stimulated with forskolin plus potentiator P3; % fluorescence drop versus neutral controls; activity (quench increase), % at 7.58 µM; hit rate 0.36% among 350,000;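 active = mean added fluorescence quench of at least 8% versus neutral control, with both replicates also reaching 8%; inconclusive = only one of the mean or replicate conditions met; inactive = mean below 8% and not both replicates reaching 8%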;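 note: cells transiently co-express mutant CFTR-F508del with the halide-sensitive YFP; corrector assay measuring rescue of mutant channel to the surface after 24 h compound exposure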
FN deposition inh: inhibitors of fibronectin matrix deposition, primary screen, AH1F cells, Alexa488-fibronectin fluorescence, plate reader | AH1F fibroblasts, overnight | inhibition, % at 12.6 µM | hit rate 0.086% among 350,000;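 active = mean inhibition across replicates of 30% or more, regardless of how many single replicates reach that level; inconclusive = mean under 30% yet at least half of replicates reach 30%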;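 note: positive control wells lacked labelled fibronectin entirely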
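material = AH1F fibroblast monolayer depositing Alexa488-labelled fibronectin into matrix | amount = 10000 AH1F cells/well | buffer or medium = DMEM plus 2% serum, read in PBS | incubation = 1 h cell adhesion before compound, then overnight fibronectin incubation | detection = fluorescence at 485 nm excitation, 525 nm emission | evaluation = percent inhibition as loss of matrix-bound fibronectin fluorescence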
PglD inh: C. jejuni PglD acetyltransferase inhibitors, primary screen, biochemical, DTNB colorimetric, single point; purified PglD enzyme, DTNB colorimetric CoA detection; hit rate 0.098% among 360,000; inhibition, % at 12.5 µM; AID 602405, 2012; in the data active = inhibition above about 16%, passing the limit was not always enough; inconclusive = no clear call, values can overlap the other calls; note: strong numbers were not always called active
* = called active by the depositor; u = inconclusive; x = not tested or not shown; [ ] = another dose, or the depositor's remark.

SMILES	FN deposition inh	PglD inh	miR-122 sensor	PGC1a acetyl inh	C2C12 statin	Cneo AK release	INS-1E GSIS act	F508del corr
O=C(NC1CCCCC1)C1CCN(S(=O)(=O)N2CCCCCC2)CC1	12.3	6.1	-7.2	-5.2	-2.2	-1.2	x	x
CC(C)(C)NS(=O)(=O)c1ccc2[nH]c3c(c2c1)CCCCC3	3.6	-2.9	u	-9.5	18.2	-0.6	-60.1	0.9
Cc1noc(C)c1S(=O)(=O)Nc1ccc2c(c1)CC(=O)N([C@@H](C)CO)C[C@@H](C)[C@H](CN(C)Cc1ccccc1)O2	x	-1.1	-13.9[16.7 µM]	x	-3.7	0.8	-7.6	-1.9
COc1ccccc1-c1cn(CC[C@H]2CC[C@@H](NC(=O)CCN3CCCCC3)[C@H](CO)O2)nn1	-9.3	1.1	x	-3.0	-4.5	43.0	0.1	-1.2
c1ccc(-n2ncc3c(N4CCN(c5ccccn5)CC4)nc(N4CCCCCC4)nc32)cc1	0.6	-2.3	-5.4	-1.5	-5.1	-0.2	15.7	x
CN(Cc1ccc(Cl)c(Cl)c1)C(=O)c1ccccc1SCC(=O)N1CCCC1	-3.8	x	x	x	-11.2	x	-20.2	-2.0
CCN(CC(=O)Nc1cccc(F)c1)Cc1nc2ccccc2c(=O)[nH]1	19.1	-1.6	-4.3	-3.2	-6.3	2.1	-22.4	-7.5
C[C@@H]1CN([C@@H](C)CO)C(=O)Cc2cc(NC(=O)C3CC3)ccc2O[C@H]1CN(C)Cc1ccc(Cl)c(Cl)c1	x	5.2	-6.1[16.7 µM]	4.1	-49.6	0.0	-21.5	-3.0
Cn1cnnc1SCC(=O)NC(=O)NCc1ccccc1	1.9	4.1	x	1.3	-6.5	-2.2	11.8	-1.9
CN(C)C(=O)c1ccc(-c2ccccc2[C@@H]2[C@@H](C#N)N(C(=O)C3CCC3)[C@@H]2CO)cc1	-5.6	x	x	-11.0	x	x	15.4	1.9
C=CCn1c(O)c(C=Nc2ccc(Cc3ccncc3)cc2)c(=O)[nH]c1=S	5.0	-3.0	-16.0	4.7	3.2	0.1	x	x
CC(C)(C)NC(=O)N1CCCN(c2ccc(C(F)(F)F)cn2)CC1	-1.0	x	-2.7	0.1	1.2	x	14.2	-11.0
CCOC(=O)c1cc(C)[nH]c(=O)c1C#N	6.2	-2.4	-4.2	6.9	4.6	-0.2	8.6	-7.2
CCc1ccccc1OCC(=O)Nc1cccc(S(=O)(=O)NC2=NCCC2)c1	5.3	0.0	5.0	-2.3	3.3	-1.9	-7.7	2.0
O=C1Nc2ccc([N+](=O)[O-])cc2OC1CCN1CCCC1 (stereo not given)	-12.6	1.5	0.8	2.7	16.0	4.9	18.2	-2.4
CCC(CC)c1nnc(NS(=O)(=O)Cc2ccccc2)s1	x	-1.3	11.9	-9.8	116.9*	0.0	13.8	x
OC[C@@H]1CN(Cc2ccc(-c3ccccc3)cc2)C[C@H](n2cnc3c(NCc4ccc(F)cc4)ncnc32)O1	10.8	-2.2	-8.6	x	28.1	-0.5	6.2	0.2
COc1ccc(NC(=O)CN(C)CC(=O)NCC2CCCCC2)cc1	5.6	0.1	7.8	x	15.6	0.9	-8.3	-0.5
CC(C)CC#Cc1cnc2c(c1)C(=O)N([C@@H](C)CO)C[C@@H](C)[C@H](CN(C)C(=O)c1cnccn1)O2	-5.3	-1.9	-2.2[16.7 µM]	1.5	36.0	2.4	18.3	-3.1
Cc1csc(SCc2ccc(C(=O)O)cc2)n1	3.4	7.9	-14.3	3.6	7.8	-1.1	x	x
O=C(C[C@H]1C[C@H]2c3cc(NS(=O)(=O)c4ccc(F)cc4)ccc3O[C@H]2[C@@H](CO)O1)NCc1ccc(-c2ccccc2)cc1	7.1	1.3	17.5[16.7 µM]	-5.5	-64.7	-38.4	-10.8	-4.9
CC(=O)Nc1cccc(S(C)(=O)=O)c1	4.0	6.0	17.4	x	x	6.0	2.4	x
COC(=O)c1cc2c(=O)c3ccccc3oc2nc1C	-2.7	-5.3	-0.3	1.4	0.7	0.6	12.0	-1.7
CCOC(=O)C1(C)CCN1C(=O)c1ccc2ccccc2c1 (stereo not given)	-3.3	4.5	-0.3	x	4.9	-3.9	x	2.1
COCC(=O)N1C[C@H]2[C@@H](c3ccccc31)[C@@H](CO)N2Cc1ccc(OC)cc1	x	-2.9	2.6[16.7 µM]	5.2	-7.2	44.3	-1.2	6.1
Cc1ccc(CC(=O)NCCS(=O)c2ccc(C)cc2)cc1 (stereo not given)	1.3	5.6	-2.0	1.3	-10.4	-2.6	-11.6	-2.1
CC(C)C#Cc1ccc2c(c1)O[C@H](CN(C)S(=O)(=O)c1cn(C)cn1)[C@H](C)CN([C@H](C)CO)S2(=O)=O	0.6	-2.5	25.5[16.7 µM]	4.8	7.4	-0.8	-4.2	-2.8
COc1ccccc1NC(=O)COC(=O)Cc1cccs1	11.0	x	x	6.7	x	x	-3.1	-0.3
C[C@@H]1CN([C@@H](C)CO)C(=O)c2cc(C#CC3CC3)cnc2O[C@@H]1CN(C)S(=O)(=O)c1cccc(F)c1	x	-2.7	-5.0[16.7 µM]	1.4	-14.8	-19.4	-3.8	1.0
Cc1ccc(NC(=O)Cn2cc(S(=O)(=O)c3ccc(F)cc3)c(=O)c3cc(F)ccc32)cc1	-5.9	-6.8	3.2	0.4	3.4	0.2	-2.7	1.3
CO[C@@H]1CN(C)C(=O)c2cccc(C#N)c2OC[C@H]2O[C@H](CC[C@H]2OC)CCN(C)C(=O)[C@H]1C	-12.0	-0.4	x	9.0	1.0	-12.9	-2.3	-1.6
Cc1ccc(S(=O)(=O)c2nc(-c3cccs3)oc2N2CCC(C(N)=O)CC2)cc1	5.8	6.8	-5.2	8.7	-1.6	3.6	-8.1	-1.7
COC(=O)COc1ccc(S(=O)(=O)N2CCN(c3ccccc3F)CC2)cc1	x	7.2	-0.8	-5.4	1.7	-3.0	x	x
O=C(C[C@@H]1CC[C@H]2[C@@H](COC[C@H](O)CN2C(=O)Nc2ccc(F)cc2)O1)NCC1CC1	-3.2	-3.9	3.0[16.7 µM]	1.2	0.3	0.2	2.6	0.6
CC(=O)Nc1cc(-c2ccc(S(C)(=O)=O)cc2)cn2c(-c3ccc(F)c(Cl)c3)cnc12	-0.6	-2.7	-8.2	x	-10.9	-0.9	-9.3	1.7
CC1CN(C(c2ccco2)c2sc3ncnn3c2O)CC(C)O1 (stereo not given)	0.9	4.5	1.7	x	2.8	-1.1	1.3	1.4
O=S(=O)(Nc1ccccc1)c1ccc(NS(=O)(=O)c2cccs2)cc1	2.4	5.7	x	x	20.5	0.2	-10.1	0.6
N#Cc1nc(Cc2ccccc2)oc1N1CCC(C(N)=O)CC1	x	-2.8	4.8	-1.7	-1.9	-0.4	21.8	x
CC(C)(C)c1ccc(C(=O)N/C(N)=N/c2nc3ccccc3o2)cc1	x	1.0	5.9	11.1	10.1	1.4	x	x
O=C(OCC(O)C(O)COC(=O)c1ccccc1)c1ccccc1 (stereo not given)	2.5*	-4.1	-0.2	10.8	x	1.6	x	x
CCCS(=O)(=O)NC(=O)C1(C)CCCN(C(=O)c2cc(C)nn2C(C)(C)C)C1 (stereo not given)	2.1	-3.8	0.9	3.9	-2.2	-4.2	8.2	-2.9
CCOc1cc(C2C3=C(CC(C)(C)CC3=O)N(CCOC)C3=C2C(=O)CC(C)(C)C3)ccc1OC	-3.8	-4.4	x	x	-9.6	1.7	-10.0	3.8
O=C(Cn1nnc(-c2cccc(C(F)(F)F)c2)n1)NNS(=O)(=O)c1cccc(C(F)(F)F)c1	1.0	2.9	32.1	12.6	12.8	0.0	-4.4	-0.6
Cc1ccc(OCC(=O)N2CCc3ccccc3C2)cc1	0.3	-1.8	-1.8	x	18.9	-2.6	-5.8	2.4
O=C(N[C@H]1CC[C@@H](CCNS(=O)(=O)c2ccccc2)O[C@@H]1CO)c1cccnc1	x	2.8	x	4.1	-0.1	-5.8	-10.1	0.8
Cc1coc(NC(=O)CSc2nc(-c3ccncc3)cc(C(F)(F)F)c2C#N)n1	-23.6	0.8	0.0	-21.9	-6.3	-0.7	-10.7	x
O=C(Nc1ccccc1NC(=O)c1c(F)c(F)c(F)c(F)c1F)c1c(F)c(F)c(F)c(F)c1F	2.2	4.2	29.7	3.3	-9.5	3.1	x	x
COCCNC(=O)c1onc(CSc2ccc(C(C)C)cc2)c1C(=O)O	-5.2	0.8	x	x	7.4	4.4	4.1	-4.2
CCCc1cc(NC(=O)COC(=O)c2ccc(O)cc2O)n(-c2ccccc2)n1	0.3	0.1	x	x	0.7	0.2	-15.1	-1.7
CC(C)c1ccc(OCc2cccc(C(=O)N/N=C/c3cccnc3)c2)cc1	2.8	-6.2	4.3	3.2	3.8	-4.4	-7.3	-2.5
COc1ccc(CNC(=O)C[C@@H]2C[C@H]3c4cc(NC(=O)C5CCC5)ccc4O[C@H]3[C@H](CO)O2)cc1	-8.9	0.8	5.5[16.7 µM]	-17.1	1.1	3.5	-0.8	1.9
COc1ccc(/C(C)=N/Nc2nc3ccccc3nc2C)cc1	0.5	x	x	-2.4	-20.8	x	17.7	2.2
Cc1cc(C)cc(OCC(=O)Nc2nonc2NC(=O)COc2cc(C)cc(C)c2)c1	3.5	-4.1	17.4	x	5.2	0.5	x	x
COC(=O)CSc1nc(SCc2ccccc2Cl)nc2c1CCCC2	x	-0.3	-10.1	-9.3	13.3	0.2	x	x
CC1=C(C(=O)OC2CCCCC2)C(c2ccc(O)cc2)NC(=O)N1 (stereo not given)	0.4	6.9	-2.4	x	12.7	-2.9	-6.8	-2.0
CCCNC(=O)C1(C)CCCN(Cc2csc3ccccc23)C1 (stereo not given)	-8.5	-2.4	1.9	-15.6	23.5	0.5	1.1	-0.1

Not a retest: an excerpt of the list.
SMILES	FN deposition inh	PglD inh	miR-122 sensor	PGC1a acetyl inh	C2C12 statin	Cneo AK release	INS-1E GSIS act	F508del corr
COc1ccc(CNC(=O)C[C@@H]2C[C@H]3c4cc(NC(=O)C5CCC5)ccc4O[C@H]3[C@H](CO)O2)cc1	-8.9	0.8	5.5[16.7 µM]	-17.1	1.1	3.5	-0.8	1.9
COc1ccc(/C(C)=N/Nc2nc3ccccc3nc2C)cc1	0.5	x	x	-2.4	-20.8	x	17.7	2.2
